Autophagy HCS – autophagy modulation, high-content screen. MEF GFP-LC3 puncta imaging; test concentration mostly 10 µM. calls only at 10 µM (by protocol). actives 0.98% (n = 190,000);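 active = percentage of spot-positive cells more than 3 SD above its plate mean, without a fluorescence outlier flag or 80% toxicity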;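 also: spot-positive cell cutoff set from DMSO-treated cells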
MT stabilize HCS – stabilizes microtubules in HeLa cells | HeLa tubulin immunostaining HCS, 24 h; share of cells brighter than vehicle mean+2SD | actives 0.83% (n = 200,000) | AID 2205 | % tubulin-high responders, % at 10 µM;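 active = plate Z-score above 3 for both tubulin-high and condensed-nucleus cell shares, with cell loss under 80%, at 10 µM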;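 also: anti alpha tubulin signal scored within the nucleus-defined area of each cell; some results filed as inactive read as strong as hits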
Insulin prom up – MIN6 insulin promoter up-regulation | MIN6 insulin promoter-GFP reporter, high-content imaging; active compounds read high | z-score at 5 µM | actives 0.3% (n = 190,000);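 active = z-score above 3 at 5 µM with at least 500 cells counted in the well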
b-catenin transl – beta-catenin nuclear translocation modulation | HeLa beta-catenin nuclear translocation, immunofluorescence imaging | nuclear translocation activity, % at 5 µM | actives 0.3% (n = 190,000) | AID 1665;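 active = nuclear translocation activity above 50% at 5 µM, with a well cell count of 50 or more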;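 also: per-cell ratio of nuclear to cytoplasmic median beta-catenin stain intensity; plate controls were DMSO negative control for no effect and GSK-3 inhibitor IX positive control for full effect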
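test system = HeLa cells, endogenous beta-catenin | dosing = single 5 µM dose plus 0.02–20 µM confirmation series | times = compound treatment 24 h, 37°C, 5% CO2 | technique = beta-catenin immunofluorescence imaging with DAPI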
Dynein transport – dynein cargo transport inhibition; z-score, hits read low; 3617.4 mouse cells, GR-EGFP nuclear translocation imaging; test concentration mostly 20 µM; stimulated with dexamethasone, 1 µM; active compounds read low; AID 1381; actives 0.47% (n = 220,000);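 active = plate z-score of nuclear minus cytoplasmic receptor signal below a set negative limit, without overly bright fluorescence or cell loss, cut at about -3.5 in these data, passing the limit was not always enough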;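 also: z-score of nuclear minus cytoplasmic ring GR-EGFP intensity difference per well; some compounds called inactive have numbers as strong as hits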
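Buffer or medium: tet-free medium with charcoal-stripped serum / Also added: dexamethasone agonist, 1.0 µM final, for 30 min / Timing: induction 48 h, compound 1 h, agonist 30 min / Measured by: high-content fluorescence imaging after fixation / Read-out: nuclear-to-cytoplasmic GR-EGFP distribution per well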
ER stress rescue – protection against thapsigargin-triggered cell killing – 384-well, CSM14.1, ATP luminescence, primary screen (AID 1222). cellular ATP content (survival), % at 20 µM; hits with a dose series show EC50 in µM. 190,000 tested, under 10 active. CSM14.1 thapsigargin-induced death rescue, ATP luminescence; higher % means a stronger effect;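 active = EC50 below 50 µM in the dose-response confirmation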;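 also: death triggered by thapsigargin at about 15 µM added after 2 h compound pretreatment; cell ATP read after overnight thapsigargin exposure of roughly 18 to 22 hours; normalized against plate controls of thapsigargin alone and 5% DMSO vehicle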
Salmonella PhoP GFP – PhoP-dependent GFP reporter repression – Salmonella Typhimurium, primary screen (AID 1863). inhibition, % at 50 µM; hits with a dose series show IC50 in µM. S. Typhimurium PhoP-regulated promoter GFP reporter, 4 h; higher % means a stronger effect. actives 0.16% (n = 300,000);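 active = inhibition over 29.93%, a cutoff 3 SD above the screen mean, later confirmed by dose response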;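 also: 0% = low Mg2+ inducing control and 100% = high Mg2+ repressing control; strong numbers were not always called active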
Lipid droplet – modulators of hepatic lipid droplet formation; actives 0.4% (n = 240,000); AID 1656; inhibition, % at 6.5 µM; AML12 mouse hepatocytes, oleate lipid droplets, BODIPY imaging;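 active = lipid droplet intensity inhibited by at least 50%, with more than 500 cells counted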
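Technique: fluorescence imaging, 20x objective, two fields per well / Assay system: AML12 hepatocytes (mouse) / Measure: % inhibition of lipid droplet signal / Doses: 6.5 µM single-point dosing / Incubation: overnight exposure / Reagent: 100 µM oleic acid challenge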
T cell HTS – T cell immune modulators affecting CD8 T cell-vesicle binding. 2C CD8+ T cell-vesicle binding, flow cytometry; active compounds read low. actives 0.068% (n = 330,000). calls only at 7 µM;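 active = response, share of CD8 T cells binding vesicles, and their 90th percentile fluorescence all below set limits, cut at about 80% in these data, passing the limit was not always enough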
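Benchmarks: naked versus QL9-loaded vesicles / Assay system: purified 2C TCR transgenic mouse naive CD8+ T cells / Technique: high-throughput flow cytometry with anti-B7-1 and anti-CD8 staining / Timing: Cell–vesicle co-incubation 1.5 h at 37 °C, staining 20 min on ice / Read-out: percent CD8+ FL2 mean versus row control / Probe or stimulus: QL9-loaded Drosophila micro-vesicles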
Dynein transport cytoplasmic EGFP – second read-out of Dynein transport, no call of its own (marks repeat the call); z-score; measured here: cytoplasmic GR-EGFP intensity; active compounds read high
Dynein transport nuclear GR-EGFP – also measured in Dynein transport; calls as there; z-score; measured here: nuclear GR-EGFP intensity;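 lower value marks the stronger effect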
Dynein transport cell count – recorded beside Dynein transport, whose call it bears; z-score; measured here: cell count per field
Insulin prom up cell count – second read-out of Insulin prom up, no call of its own (marks repeat the call); cell count; measured here: cytotoxicity, nuclei count;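 total cells summed across four imaged fields per well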
Lipid droplet cells 6.5 µM – also measured in Lipid droplet; calls as there; cell count; measured here: cell count, cytotoxicity flag;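 cells counted across two imaged fields per well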
b-catenin transl cell count 5 µM – further read-out of b-catenin transl, marked with its call; cell count; measured here: cell count, cytotoxicity flag
T cell HTS vesicle-bound % – further read-out of T cell HTS, marked with its call; double positive events, %; measured here: CD8+ vesicle-bound cell fraction;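 binding gate set so that unloaded-vesicle control wells show 10% double positive cells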
MT stabilize HCS Hoechst-high % – recorded beside MT stabilize HCS, whose call it bears; % Hoechst-high responders; measured here: nuclear condensation Hoechst responders;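 share of cells brighter than vehicle mean plus two SD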
MT stabilize HCS cytotoxicity % – recorded beside MT stabilize HCS, whose call it bears; toxicity, %; measured here: cytotoxicity by cell density;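 0% = mean cell density of plate MIN control wells and 100% = no cells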
Autophagy HCS cell loss 18 h – further read-out of Autophagy HCS, marked with its call; toxicity, %; measured here: cell loss, nuclei count;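 cell loss after 18 h compound exposure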
* hit, by the source's call; i = inactive; nt = no result given; + = active, no number.

SMILES | Autophagy HCS | Autophagy HCS cell loss 18 h | MT stabilize HCS | MT stabilize HCS Hoechst-high % | MT stabilize HCS cytotoxicity % | Insulin prom up | Insulin prom up cell count | b-catenin transl | b-catenin transl cell count 5 µM | Dynein transport | Dynein transport cytoplasmic EGFP | Dynein transport nuclear GR-EGFP | Dynein transport cell count | ER stress rescue | Salmonella PhoP GFP | Lipid droplet | Lipid droplet cells 6.5 µM | T cell HTS | T cell HTS vesicle-bound %
CN1CCN(c2ccc(NC(=O)c3cccs3)cc2)CC1 | i | -16 | 2.3 | 2.1 | 6.3 | 0.51 | 1410 | 0.3 | 1541 | -1.3 | -0.064 | -0.69 | 0.38 | -1.8% | -12% | 8 | 669 | i | 62
COc1ccc2[nH]c3c(C)c4ccncc4c(C)c3c2c1 | nt | nt | nt | nt | nt | -2.7 | 794 | -2.7 | 606 | 0.34 | 0.16 | 0.14 | -0.23 | nt | 32µM* | -98 | 491 | i | 60
C=CCn1c(SCC(=O)NCc2ccc3c(c2)OCO3)nc2scc(-c3ccccc3)c2c1=O | i | -1 | 3.6 | 1.6 | 5.1 | 0.03 | 1544 | -1.2 | 1348 | -0.48 | -0.14 | 0.033 | -0.15 | -1.0% | -4% | nt | nt | i | 32
CCCCn1c(-c2csc3c2CCCC3)n[nH]c1=S | i | -4 | 1.3 | 0.8 | 6.6 | 0.28 | 988 | -5.2 | 929 | -0.94 | -0.13 | -0.18 | 0.65 | 3.1% | -2% | -5 | 748 | nt | nt
COc1ccccc1NC(=O)Nc1ccc2c(c1)OCCO2 | i | -1 | 3.3 | 1.8 | 4.5 | nt | nt | -1.3 | 1148 | -1.3 | -0.12 | -0.8 | 0.025 | -3.2% | 2% | 14 | 695 | i | 24
Cc1nn(Cc2cccc(Oc3ccccc3)c2)c(C)c1NC(=O)NC12CC3CC(CC(C3)C1)C2 | i | 10 | 4.2 | 2.8 | 4.2 | -0.06 | 1397 | 2.7 | 554 | 0.24 | -0.29 | -0.24 | 0.1 | 1.7% | 7% | -11 | 726 | i | 46
CC(C)(O)C#Cc1ccc(CN2CCN(Cc3ccccc3)C(CCO)C2)s1 (stereo unspecified) | i | 20 | 3.2 | 2.4 | 0.6 | 0.43 | 1301 | 1.3 | 1172 | 0.22 | -0.2 | 0.24 | -0.18 | -1.8% | -5% | 7 | 678 | i | 37
CCC(C)(C(=O)NC1CCCCC1)N(Cc1ccco1)C(=O)c1ccc2c(c1)OCO2 (stereo unspecified) | i | 6 | 3.1 | 1.7 | 0.3 | -0.8 | 1127 | nt | nt | 2 | -0.24 | 0.99 | -1.3 | -2.6% | 4% | 2 | 706 | i | 10
CCOC(=O)N1CCC(NC(=O)c2cc(C(=O)Nc3cccc(C(F)(F)F)c3)ccc2CO)CC1 | i | 11 | 1.6 | 2.4 | 8.4 | -0.37 | 1169 | -4.1 | 1104 | -0.22 | -0.2 | -0.08 | 0.46 | nt | 8% | -2 | 682 | i | 50
C=C(C)C(=O)N1CC2(CC(c3cccc(NC(=O)c4ccccc4)c3)=NO2)C[C@@H]1C(N)=O (stereo partly specified) | i | 11 | 2.4 | 2.4 | 5.6 | -0.39 | 1616 | -1.2 | 1333 | -1.5 | -0.19 | -0.22 | 1 | 1.7% | 0% | nt | nt | i | 40
COc1ccc(NS(=O)(=O)c2ccc(SC)cc2)c(OC)c1 | i | 28 | 2.4 | 1.1 | 1.5 | 0.05 | 817 | -3.0 | 1165 | 0.6 | 0.5 | 0.98 | 0.52 | -1.5% | 9% | -11 | 749 | i | 20
CC12CN(C(=O)c3ccccc3Br)CC(C)(CN(C(=O)c3ccccc3Br)C1)C2=O | nt | nt | nt | nt | nt | -0.32 | 1402 | -1.1 | 1163 | 0.47 | -0.29 | 0.2 | 0.26 | nt | -1% | -14 | 687 | i | 2
CCOC(=O)N1CCC(NC(=O)c2cc3c(-c4ccccc4F)nn(C)c3s2)CC1 | i | 2 | 5.3 | 2.2 | 0.2 | -0.47 | 956 | nt | nt | -0.58 | -0.13 | -0.2 | 0.32 | 0.5% | 8% | nt | nt | i | 26
COC(=O)c1cc(S(=O)(=O)n2nc(C)c(Br)c2C)c(Cl)cc1Cl | i | -25 | 2.6 | 2.5 | 8.3 | -0.68 | 844 | -4.8 | 1219 | -2.1 | 0.32 | -1.2 | 0.45 | -0.3% | -5% | 0 | 708 | i | 6
CCn1c(SCC(=O)c2ccc3c(c2)OCCO3)nnc1-c1ccco1 | i | -4 | 4.4 | 1.5 | 0.3 | -0.42 | 1128 | 0.1 | 984 | 0.17 | -0.19 | -0.6 | -0.089 | nt | -3% | -14 | 663 | i | 42
Cc1cccc(N2CCN(C(=O)Cn3cccc3)CC2)c1C | i | -3 | 1.7 | 4.5 | 7.6 | 0.06 | 737 | nt | nt | -0.55 | -0.24 | -0.2 | 0.72 | 0.7% | 10% | nt | nt | i | 42
COc1cccc(C(=O)/C=C/Nc2cc(C)ccc2O)c1 | + | 50* | 1.8 | 2.1 | 22 | 0.75 | 1271 | nt | nt | -0.25 | -0.24 | -0.011 | 1.4 | -2.0% | 1% | 0 | 698 | i | 8
CC(C)c1c(Cl)c(O)c(-c2ccccc2)c(=O)n1-c1ccc(F)cc1 | i | 0 | 1.5 | 3.0 | 3.2 | 0.01 | 1363 | nt | nt | -0.77 | -0.29 | -0.54 | 0.57 | -2.8% | -10% | -7 | 704 | i | 26
O=C(Nc1cnccn1)c1cccs1 | i | 7 | 4.4 | 1.1 | 6.4 | 0.31 | 1306 | -2.6 | 823 | -0.056 | -0.083 | 0.4 | 0.97 | -0.8% | 2% | nt | nt | i | 38
O=C(O)CCCCCNCc1c(Cl)cccc1Cl | nt | nt | nt | nt | nt | 1.1 | 878 | -0.5 | 1335 | -0.17 | 1.3 | 0.96 | -0.48 | nt | 0% | -42 | 546 | i | 52
CC(C)OCc1c(C(=O)OC/C(O)=C(\C#N)c2nc3ccccc3[nH]2)oc2ccccc12 | i | 19 | 1.9 | 1.5 | 7.0 | -0.21 | 1500 | 0.4 | 1518 | -0.36 | -0.2 | 0.013 | 0.31 | -0.8% | 4% | 3 | 651 | i | 57
CC(CNC(=O)COc1ccccc1)OC(=O)Nc1ccc(Cl)c(Cl)c1 (stereo unspecified) | i | 17 | 3.0 | 2.4 | 8.0 | -0.43 | 1408 | -1.0 | 1051 | 1.2 | 0.056 | 1 | -1.4 | -1.2% | 2% | -36 | 562 | i | 38
Cn1c(SCc2cccc(C(F)(F)F)c2)nnc1-c1ccco1 | i | -17 | 3.0 | 3.4 | 7.3 | nt | nt | -4.0 | 1007 | -0.035 | -0.22 | 0.18 | -0.23 | 0.4% | -7% | nt | nt | i | 11
CC(=O)Nc1ccc(S(=O)(=O)NC2(C(F)(F)F)C(=O)NC(C)=C2C#N)cc1 (stereo unspecified) | i | 3 | 0.9 | 0.7 | 1.7 | 0.17 | 1332 | 1.0 | 961 | -0.7 | -0.38 | -0.34 | 0.84 | -1.9% | -2% | 0 | 695 | i | 22
O=C(/C=C/c1ccc(Cl)cc1Cl)N(Cc1ccccc1)C1CCS(=O)(=O)C1 (stereo unspecified) | i | 3 | 2.4 | 3.5 | 5.7 | -0.89 | 1384 | -0.5 | 1056 | 0.04 | -0.2 | -0.23 | 0.45 | -3.0% | -18% | 21 | 638 | i | 44
COc1ccc(Br)cc1S(=O)(=O)NCCCN1CCOCC1 | i | -23 | 4.1 | 2.8 | 9.8 | 0.65 | 1522 | 0.5 | 1581 | 1.3 | -0.16 | 0.76 | -1.4 | -0.4% | -3% | 13 | 705 | i | 37
Cn1ncc(Br)c1NC(=O)CSc1ccc(Cl)cc1 | nt | nt | nt | nt | nt | nt | nt | 0.1 | 1347 | 0.66 | -0.076 | 0.97 | -1.7 | nt | -2% | 14 | 703 | i | 55
COc1ccc2c(c1)C(C)=CC(C)(C)N2C(=O)Nc1ccccc1 | i | 8 | 3.2 | 2.9 | 3.4 | nt | nt | -2.6 | 1251 | 0.84 | -0.18 | 0.32 | -0.18 | 2.9% | 2% | -2 | 719 | i | 44

Quoted from the entries so far, two compounds:
SMILES | Autophagy HCS | Autophagy HCS cell loss 18 h | MT stabilize HCS | MT stabilize HCS Hoechst-high % | MT stabilize HCS cytotoxicity % | Insulin prom up | Insulin prom up cell count | b-catenin transl | b-catenin transl cell count 5 µM | Dynein transport | Dynein transport cytoplasmic EGFP | Dynein transport nuclear GR-EGFP | Dynein transport cell count | ER stress rescue | Salmonella PhoP GFP | Lipid droplet | Lipid droplet cells 6.5 µM | T cell HTS | T cell HTS vesicle-bound %
Cn1ncc(Br)c1NC(=O)CSc1ccc(Cl)cc1 | nt | nt | nt | nt | nt | nt | nt | 0.1 | 1347 | 0.66 | -0.076 | 0.97 | -1.7 | nt | -2% | 14 | 703 | i | 55
COc1ccc2c(c1)C(C)=CC(C)(C)N2C(=O)Nc1ccccc1 | i | 8 | 3.2 | 2.9 | 3.4 | nt | nt | -2.6 | 1251 | 0.84 | -0.18 | 0.32 | -0.18 | 2.9% | 2% | -2 | 719 | i | 44

Assay outcomes as filed in PubChem.
